M1 antag = blocks human M1 muscarinic receptor. P11229. CHO-K1 hM1, Fluo-8 calcium fluorescence, ACh EC80 antagonist. inhibition, % at 3 µM. hit rate 1.3% among 360,000. AID 588852;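 active = percent inhibition above its own plate's cutoff, namely the mean of that plate's compound wells plus 3 SD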;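 note: peak over basal fluorescence ratio during 140 s after agonist addition; 0% = ACh EC80 plus DMSO and 100% = DMSO alone without agonist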
Target sequence (P11229 whole entry, looked up): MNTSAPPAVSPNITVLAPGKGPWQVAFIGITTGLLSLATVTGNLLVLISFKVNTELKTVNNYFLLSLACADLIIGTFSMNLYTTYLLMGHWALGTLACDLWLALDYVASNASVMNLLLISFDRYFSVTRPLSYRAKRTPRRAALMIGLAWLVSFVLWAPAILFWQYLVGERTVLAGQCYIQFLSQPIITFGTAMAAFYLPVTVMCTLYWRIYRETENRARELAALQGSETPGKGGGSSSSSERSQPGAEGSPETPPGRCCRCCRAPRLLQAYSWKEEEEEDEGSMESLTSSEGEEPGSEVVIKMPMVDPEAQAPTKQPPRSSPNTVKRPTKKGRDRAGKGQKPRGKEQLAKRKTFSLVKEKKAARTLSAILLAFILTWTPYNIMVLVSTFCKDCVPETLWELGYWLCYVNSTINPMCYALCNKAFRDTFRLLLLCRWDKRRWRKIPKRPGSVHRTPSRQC
CHRM1 PAM = positive allosteric modulators of human M1 muscarinic receptor; P11229; CHO-K1 hM1, Fluo-8 calcium fluorescence, ACh EC20; 0% = ACh EC20, 100% = maximal ACh; activation, % at 3 µM; hit rate 0.088% among 360,000; in the data active = activation above about 19%, passing the limit was not always enough
M1 ag = human M1 muscarinic receptor agonism; CHO-K1 hM1, Fluo-8 calcium fluorescence, agonist mode; 0% DMSO, 100% acetylcholine EC100; activation, % at 3 µM; hit rate 0.33% among 360,000;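 active = activation above the run's mean compound activation plus 3 SD, cut at about 16% in these data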;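 note: peak over basal fluorescence ratio within a 140 s kinetic read after compound addition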
V1aR counter = counter-screen for oxytocin receptor agonists: human V1a receptor agonists | P37288 | CHO-V1R cells, Fluo-8 calcium fluorescence, agonist mode; 0% DMSO, 100% 3 nM vasopressin | activation, % at 3 µM | hit rate 0.25% among 320,000 | AID 2797;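 active = activation above the mean activation of all tested compounds plus 3 SD, per screening run, cut at about 20% in these data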;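 note: signal is peak over basal fluorescence ratio across a 100 second FLIPR read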
TAAR1 ag = human TAAR1 agonism; CHO RD-HGA16 TAAR1, Fluo-8 calcium fluorescence; vehicle wells 0%, saturating PEA agonist 100%; activation, % at 3 µM; hit rate 0.99% among 360,000;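 active = activation above the mean activation of all test compounds in the run plus 3 SD, cut at about 38% in these data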
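System: CHO-derived RD-HGA16 cells with stable Gα16 and human TAAR1. Times: 17-24 h plating, Fluo-8 75 min 37 °C, 30 min RT. Measured by: calcium-sensitive Fluo-8 signal, excitation 470-495, emission 515-575 nm. Read-out basis: % activation relative to PEA EC100 response. Control set: DMSO and PEA EC100. Repeats: no replicates (n 1).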
OXTR agonist = activates the human oxytocin receptor | P30559 | activation, % at 3 µM | hit rate 0.32% among 320,000 | AID 2435 | CHO-OTR cells, Fluo-8 calcium fluorescence; normalized: DMSO 0%, oxytocin 100%;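 active = activation above the mean of all tested compounds plus 3 SD, cutoff set per screening run, cut at about 20% in these data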;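 note: peak over basal fluorescence ratio from a 100 s FLIPR kinetic read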
Target sequence (P30559 whole entry, looked up): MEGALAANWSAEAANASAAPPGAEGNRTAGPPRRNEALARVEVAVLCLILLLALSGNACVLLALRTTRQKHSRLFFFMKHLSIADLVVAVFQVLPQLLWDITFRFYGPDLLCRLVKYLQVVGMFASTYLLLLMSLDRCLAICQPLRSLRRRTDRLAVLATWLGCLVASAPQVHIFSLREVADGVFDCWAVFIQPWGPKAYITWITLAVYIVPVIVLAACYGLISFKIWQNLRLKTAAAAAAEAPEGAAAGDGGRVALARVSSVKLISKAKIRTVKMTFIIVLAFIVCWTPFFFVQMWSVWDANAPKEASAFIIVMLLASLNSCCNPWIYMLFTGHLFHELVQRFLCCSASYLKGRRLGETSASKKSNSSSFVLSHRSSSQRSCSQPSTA
OXTR potentiate = human OXTR potentiation; P30559; CHO-OTR cells, Fluo-8 calcium fluorescence, potentiator mode; 0% = oxytocin EC15, 100% = EC100; activation, % at 3 µM; hit rate 0.061% among 320,000;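 active = activation above that plate's cutoff, the mean activation of tested compounds plus 3 SD, cut at about 6.6% in these data, passing the limit was not always enough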;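 note: 100% uses oxytocin at 75 nM as the full agonist control; some results filed as inactive read as strong as hits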
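Replication – single well per compound, singlicate · Assay system – CHO cell line stably expressing human OTR · Timing – 6 min pre-incubation, 100 s read · Measure – normalized max/min fluorescence ratio, % activation · Doses – 3.0 µM, one dose · Detection – Fluo-8 calcium dye fluorescence · Probe or stimulus – oxytocin near EC15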
TAAR1 antag = human TAAR1 antagonism; hit rate 1.5% among 360,000; AID 624466; CHO RD-HGA16 TAAR1, Fluo-8 calcium fluorescence, antagonist; inhibition, % at 3 µM; Q96RJ0;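 active = inhibition above a per-plate cutoff, the mean inhibition of test compounds on that plate plus 3 SD, cut at about 49% in these data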;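 note: 0% = DMSO plus EC80 beta-PEA response and 100% = DMSO alone without agonist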
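Assay system: CHO-derived RD-HGA16 cells stably expressing human TAAR1 plus Gα16. Timing: 140 s kinetic read after compound, 140 s after agonist. Technique: kinetic Fluo-8 calcium fluorescence measurement. Measure: % inhibition of agonist calcium response.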
CHO parental Ca = counter-screen: ATP calcium response change in parental CHO cells. parental CHO-K1, ATP-induced calcium, Fluo-8 fluorescence. inhibition, % at 5.6 µM. AID 463079. hit rate 0.63% among 330,000;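 active = inhibition above that plate's mean sample inhibition plus 3 SD, cut at about 26% in these data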;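 note: 0% = ATP-challenged DMSO wells and 100% = DMSO wells without ATP; some compounds past the cut are filed as inactive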
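Material: parental CHO cells / Compound: single nominal dose of 5.6 µM per compound / Signal: Fluo-8 fluorescence / Replicates: singlicate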
* = called active by the depositor; nt = not tested or not shown. The order is random, and some 3.7% of all compounds hit somewhere here.

SMILES	M1 antag	CHRM1 PAM	M1 ag	V1aR counter	TAAR1 ag	OXTR agonist	OXTR potentiate	TAAR1 antag	CHO parental Ca
CC(C)CC(NS(=O)(=O)c1ccc2c(c1)oc(=O)n2C)C(=O)N1CC=C(c2ccccc2)CC1 (stereo not given)	0.3	-3.9	-8.7	-1.0	5.0	-0.7	-4.5	22.0	-15.8
COc1ccc(NC2CCCN(C(=O)c3csc(C(C)C)n3)C2)cc1OC (stereo not given)	6.1	-1.3	-1.3	0.8	1.1	0.8	-3.0	-10.0	-2.6
CN(C)c1ccc(-c2noc(C3CCN(C(=O)Nc4ccc(Cl)cc4)CC3)n2)cc1	-28.2	12.8	4.7	3.6	0.9	0.4	-2.5	-12.8	-18.4
CN(Cc1cccnc1)Cc1c(C(=O)N2CCc3ccccc3C2)nc2ccc(Cl)cn12	-0.3	-2.6	-8.1	-0.4	-0.4	-0.8	-4.2	-3.6	-22.5
COc1cccc(CN(CC2CCCO2)C(=O)c2cc3ccccc3oc2=O)c1 (stereo not given)	4.5	1.6	0.4	-0.1	3.5	-0.2	-6.0	19.2	-14.2
CCOc1ccc(NC(=O)CN(C)C(=O)c2cc(-c3cccs3)nn2-c2ccccc2)cc1OCC	-8.9	4.0	-5.6	-0.8	0.1	-1.1	-0.7	26.6	-27.1
O=C(NC1CCCCC1)N1CCCC(c2nc(-c3ccc(S(=O)(=O)N4CCCC4)cc3)no2)C1 (stereo not given)	6.8	-1.9	-5.6	0.0	4.2	-0.3	-5.8	3.4	-18.2
S=C(NCCN1CCOCC1)C(=S)NCCN1CCOCC1	-21.3	10.8	-1.1	nt	2.4	nt	nt	-4.9	nt
CC(C)(C)NCC(=O)N/N=C/c1ccc(OCc2ccccc2)cc1	2.0	-0.5	-6.5	-0.3	6.7	1.8	-5.4	4.7	-2.1
Cc1cccc(N2C(=O)CS/C2=N\NC(=O)c2ccc(Cl)cc2)c1C	-17.5	0.4	1.2	-0.3	0.9	-0.3	-7.5	-7.3	-13.1
Cc1noc(C)c1CSc1nc2ccccc2n1C	7.5	4.2	-3.3	-0.2	-0.5	-1.9	-9.1	-9.4	-17.9
O=C(c1oc2ccccc2c1CSCc1ccccc1)N1CCN(c2ncccn2)CC1	23.0	-6.1	-2.6	2.7	11.0	0.1	-14.7	64.9*	-8.5
CC1CN(C(=O)C(c2ccccc2)c2ccccc2)CC(C)O1 (stereo not given)	-1.8	1.7	-4.4	-0.9	7.6	-0.6	-2.7	0.8	-11.8
Cc1ccc(/C=N/NC(=O)CNC(=O)COc2ccccc2)o1	-9.5	9.4	-10.2	-0.5	1.8	-0.9	-2.2	-11.6	-9.9
CN(Cc1ccccc1)C(=O)CN1CCN(S(=O)(=O)c2ccc(Cl)c(Cl)c2)CC1	-6.4	0.8	-5.8	3.7	5.4	1.5	-5.8	1.4	-19.5

Marked active in TAAR1 antag, of those listed so far:
Molecule,M1 antag,CHRM1 PAM,M1 ag,TAAR1 ag,TAAR1 antag
O=C(c1oc2ccccc2c1CSCc1ccccc1)N1CCN(c2ncccn2)CC1,23.0,-6.1,-2.6,11.0,64.9*

More results:
SMILES	M1 antag	CHRM1 PAM	M1 ag	V1aR counter	TAAR1 ag	OXTR agonist	OXTR potentiate	TAAR1 antag	CHO parental Ca
COc1ccc(NC(=O)c2cc(-c3cc(Cl)ccc3O)n[nH]2)c(OC)c1	5.1	2.4	-3.6	4.0	0.3	0.4	-16.1	-9.2	-24.0
CCN(CC)S(=O)(=O)c1cccc(-c2n[nH]c(=S)n2/N=C/c2ccc(Br)cc2)c1	-7.2	-1.8	-9.4	-1.1	2.1	-1.4	-13.9	-6.1	-22.1
Cc1cc(C)cc(NCC(=O)Nc2c(C)cccc2C)c1	-7.0	9.7	-3.3	-1.4	0.1	-0.2	-3.0	-14.8	-11.8
C[C@H](CO)N1C[C@H](C)[C@@H](CN(C)S(=O)(=O)c2cccs2)Oc2c(NC(=O)CCC(F)(F)F)cccc2C1=O	8.5	12.8	9.7	0.4	2.1	0.5	-7.6	1.6	-12.3
CC(/C=C/c1ccccc1)=N\NC(=S)NC(C)C	5.5	-1.0	-6.4	-1.8	3.2	-0.2	-0.3	-30.0	-7.9
CCc1nc(C)cc(N)c1OCc1ccccc1	4.7	-1.7	-5.9	0.6	1.9	1.7	-4.7	-2.3	-3.7
COc1ccc(OC)c(CCNC(=O)CS(=O)(=O)Cc2nc(-c3ccccc3C)oc2C)c1	3.8	-2.9	-1.2	2.4	8.7	2.7	-6.5	34.6	-9.5
CC(OC(=O)C1CSC2(C)CCC(=O)N12)C(=O)Nc1ccc(F)cc1 (stereo not given)	-8.1	11.6	-0.7	1.6	10.4	2.8	-0.3	2.8	-7.7
CC(C)c1ccc(N2CC(C)(C)C2=O)cc1	5.8	0.2	-16.0	1.0	0.9	-0.9	-19.0	-13.4	4.9
N#C/C(=C\c1cn(CCOc2ccccc2)c2ccccc12)C(=O)NCc1ccco1	-6.8	7.0	-2.3	0.8	9.5	-0.4	1.4	19.0	24.4
CC(Sc1nc2ccccc2s1)C(=O)NCc1ccc2c(c1)OCO2 (stereo not given)	-6.3	2.8	-11.0	-1.1	-1.1	-1.2	3.8	-16.8	-12.6
COc1ccccc1OCC(=O)Nc1nc2c(s1)CCCC2	1.1	-1.2	-4.3	3.0	0.8	0.3	-9.7	6.8	-13.1
CC(C)=NNc1nc(-c2ccccc2)c(C)s1	-8.5	5.1	-6.4	-0.4	11.9	-0.2	-9.2	4.1	-27.0
COc1ccc(OC)c(N2C(=O)CC(C(C)c3ccccc3)C2=O)c1 (stereo not given)	-5.1	8.3	-4.6	0.1	21.8	0.3	-23.8	-8.7	-9.9
CCNc1nc(SCC(=O)Nc2ccc(Cl)c(Cl)c2)nc(N2CCOCC2)n1	-6.7	4.6	2.5	4.2	-1.0	0.0	-11.1	9.1	-14.3
O=C(Nc1cccc(S(=O)(=O)N2CCOCC2)c1)[C@@H]1CCCN1S(=O)(=O)c1ccc(Cl)cc1	0.6	-2.3	-12.7	0.4	2.8	-1.2	-1.4	-11.4	-14.9
CCn1cc(C(=O)Nc2ccc(C)c([N+](=O)[O-])c2)cn1	13.6	-4.0	-0.8	1.2	0.2	0.3	-4.1	3.4	-0.4
c1ccc(Cn2c(CN3CCCC3)nc3ccccc32)cc1	-26.0	-2.5	-7.0	-0.1	7.9	-1.3	1.9	1.1	-9.1
CS(=O)(=O)c1ccccc1C(=O)Nc1ccc(S(=O)(=O)N2CCCC2)cc1	2.9	-4.7	-6.1	-0.1	2.0	1.2	2.3	-3.0	-3.5
COc1ccc(OCc2cc(=O)[nH]c3ccccc23)cc1	-15.5	4.7	-7.9	-0.2	2.4	-2.1	-1.1	-4.4	-10.9
CCn1c(SCC(=O)NCc2ccco2)nnc1C1CCCC1	-9.7	7.5	-2.1	1.5	-0.6	1.4	-3.3	-0.1	-6.0
CNc1nc2c3ccccc3n(C(C)=O)c2s1	-11.4	7.2	-2.0	-1.3	5.0	-2.0	-12.0	-7.7	-19.6
CCOC(=O)c1sc(NC(=O)C2CC(=O)N(c3ccc(OCC)cc3)C2)nc1C (stereo not given)	-3.5	5.4	-5.5	-0.4	-2.7	0.9	-9.2	6.8	-9.2
O=C(CN1CCCC1)Nc1ccc(-c2nc3cc(NC(=O)CN4CCCC4)ccc3o2)cc1	-7.9	4.7	-0.7	0.8	5.3	-0.1	-13.8	7.0	-12.2
CCOc1cc(C(=O)N2CCCN(C)CC2)cc(OCC)c1OCC	-14.9	12.3	-4.0	-0.1	2.0	-1.0	-13.8	-14.0	-9.8
COc1ccccc1N1CCN(C(=O)Nc2ccc([N+](=O)[O-])cc2)CC1	-1.5	0.3	-2.9	4.9	6.5	3.2	-16.2	5.5	-12.4
O=C(Nc1cccnc1)c1ccccc1-c1ccccc1	-12.5	11.1	-4.6	0.5	5.7	-1.0	-15.6	-1.1	-15.7
Cc1ccc(-n2c(C)cc(C(=O)CN3CCOCC3)c2C)cc1	28.7	-10.6	-3.9	0.9	1.7	-1.6	-10.5	-10.9	-20.5
CC(=O)Nc1cc(-c2ccc(Cl)cc2)nn1-c1ccccc1	-7.7	4.4	-3.7	1.8	-3.6	1.1	-1.9	7.2	-3.1
CCc1ccc2c(CN(C)Cc3ccccc3OC)cc(=O)oc2c1	8.5	-3.9	-8.6	-0.9	3.6	-1.5	-1.1	6.4	-14.7
Cc1cccc2c1-c1sc(C(=O)Nc3cccnc3)cc1CO2	7.4	-2.0	0.8	1.8	5.2	2.0	-10.9	19.2	-28.4
Cc1ccc(OCC(=O)O/N=C(\N)Cc2cccs2)cc1C	-31.8	5.2	-5.3	-1.6	-1.7	-2.2	-6.6	-0.4	-12.9
COc1cccc(-c2noc(CCCC(=O)NC3CCCC3)n2)c1	4.9	0.8	2.6	4.9	2.2	2.7	-11.4	-17.3	-8.2
Cn1c(CCN2CCOCC2)nc2cc(NC(=O)COc3ccc(Cl)cc3)ccc21	8.8	-5.5	-4.5	1.0	12.5	-0.4	-4.5	-1.4	7.8
O=C(Nc1ccccc1)/C(=C/c1ccccc1)NC(=O)c1ccco1	-3.8	5.1	-10.6	-0.4	3.9	0.0	-8.3	-5.1	-16.1
O=C(NNC(=O)c1cccc([N+](=O)[O-])c1)c1ccncc1	-3.0	4.5	-3.8	0.3	3.9	0.3	8.6	-2.1	-6.0
CCc1noc(C)c1C(=O)OCC(=O)Nc1ccc2c(c1)OCO2	-11.2	5.5	-2.4	-0.7	-1.8	-1.1	-8.1	30.7	-8.9
N#Cc1cc2c(nc1SCc1nc3ccccc3[nH]1)CCC2	nt	nt	nt	-0.5	nt	-0.9	5.2	nt	-8.0
N#C/C(=C(/O)CN1CCOCC1)c1nc(-c2ccccc2)cs1	-6.8	2.2	-0.3	0.7	9.1	0.3	-1.0	4.2	-8.6
CCn1nccc1NC(=O)c1csc([C@@H]2C[C@H](O)[C@@H](CO)O2)n1	-11.4	3.4	-1.1	nt	0.3	nt	nt	-6.4	nt
CC1(c2ccc(Cl)cc2Cl)NC(=O)N(CC(=O)N2CCN(C(=O)c3ccco3)CC2)C1=O (stereo not given)	-1.3	4.9	-3.6	0.6	0.6	0.2	1.5	12.6	-2.0
Nc1cc(N)nc(SCC(=O)N2CCCCC2)n1	-14.1	16.0	3.9	1.6	8.0	1.1	-4.7	13.2	0.5

Given with bars between the fields: two of the compounds above
smiles | M1 antag | CHRM1 PAM | M1 ag | V1aR counter | TAAR1 ag | OXTR agonist | OXTR potentiate | TAAR1 antag | CHO parental Ca
N#C/C(=C(/O)CN1CCOCC1)c1nc(-c2ccccc2)cs1 | -6.8 | 2.2 | -0.3 | 0.7 | 9.1 | 0.3 | -1.0 | 4.2 | -8.6
CCc1noc(C)c1C(=O)OCC(=O)Nc1ccc2c(c1)OCO2 | -11.2 | 5.5 | -2.4 | -0.7 | -1.8 | -1.1 | -8.1 | 30.7 | -8.9

Bioassay records (PubChem)
